Assay outcomes (PubChem)
VLA-4 inh: inhibition in a human VLA-4 binding assay | P13612 | VLA-4 expressing cells, ligand binding flow cytometry | inhibition, % (about 7 µM as worked out from the volumes in the protocol) | actives 0.2% (n = 330,000) | AID 2557; in the data active = inhibition above about 50%
MEP2-GFP yeast: alters MEP2-GFP fluorescence in TOR pathway yeast screen; S. cerevisiae MEP2-GFP strain, flow cytometry GFP, 3 h; 100% = DMSO control level; actives 0.51% (n = 330,000); AID 2016; GFP response vs DMSO, % at 10 µM;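 active = GFP response versus DMSO above a set limit, roughly screen mean plus 3 SD, cut at about 180% in these data; inconclusive = fewer than 70 cells counted for a yeast strain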;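 note: median GFP fluorescence of the barcode-gated MEP2-GFP cells per well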
RPL19A TOR yeast: yeast TOR pathway RPL19A-GFP modulation | S. cerevisiae RPL19A-GFP strain, flow cytometry, 3 h; hits give low values | percent response vs DMSO, % at 10 µM | actives 0.3% (n = 330,000) | AID 2025;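 active = percent response vs DMSO below 50%; inconclusive = fewer than 70 events counted for the yeast strain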;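 note: median channel GFP fluorescence of the barcoded RPL19A-GFP strain; ratio of sample median GFP to plate DMSO average so 100% = DMSO; lower means less RPL19A-GFP as with rapamycin TOR inhibition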
CIT2-GFP yeast: yeast TOR pathway CIT2-GFP modulation; S. cerevisiae CIT2-GFP strain, flow cytometry, 3 h; 100 means same as DMSO wells; AID 2029; actives 0.065% (n = 320,000); GFP response vs DMSO, % at 10 µM;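 active = GFP response relative to DMSO above a set limit, near the screen mean plus 3 SD, cut at about 150% in these data; inconclusive = Fewer than 70 cells measured for a yeast strain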;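 note: ratio of well median GFP fluorescence to mean of DMSO wells on the plate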
GASC-1 inh: inhibitors of human GASC-1 (JMJD2C) demethylase; GST-JMJD2C(1-420) H3K9me3 demethylation, DELFIA europium; actives 0.069% (n = 330,000); Q9H3R0; inhibition, % at 2.35 µM;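 active = more than half of a compound's replicate wells show inhibition beyond 50%, single wells judged on their own value; inconclusive = some, but no more than half, of replicates pass 50% inhibition; inactive = no replicate passes 50% inhibition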;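 note: signal counts dimethyl H3K9 product captured on neutravidin plate; 0% = median of DMSO wells and 100% = 0.3 times that DMSO median; strong numbers were not always called active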
Target sequence (Q9H3R0 1-420 limits assumed): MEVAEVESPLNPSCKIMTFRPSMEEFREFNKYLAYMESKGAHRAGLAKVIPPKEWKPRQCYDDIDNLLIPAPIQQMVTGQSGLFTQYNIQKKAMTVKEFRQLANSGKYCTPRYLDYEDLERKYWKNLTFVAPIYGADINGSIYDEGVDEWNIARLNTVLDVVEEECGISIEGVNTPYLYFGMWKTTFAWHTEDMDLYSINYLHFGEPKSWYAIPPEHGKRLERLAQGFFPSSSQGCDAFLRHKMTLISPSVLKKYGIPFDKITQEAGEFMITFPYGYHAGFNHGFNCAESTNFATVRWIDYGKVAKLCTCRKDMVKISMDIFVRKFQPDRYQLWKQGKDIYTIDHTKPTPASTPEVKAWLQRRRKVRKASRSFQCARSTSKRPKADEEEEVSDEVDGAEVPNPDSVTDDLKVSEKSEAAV
LAP4 TOR yeast: alters LAP4-GFP fluorescence in TOR pathway yeast screen; S. cerevisiae LAP4-GFP multiplex, flow cytometry GFP, 3 h; median GFP as percent of DMSO wells; GFP response vs DMSO, % at 10 µM; actives 0.34% (n = 320,000);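 active = GFP response vs DMSO above a set limit, about the screen mean plus 3 SD, cut at about 150% in these data; inconclusive = under 70 cell events counted for the yeast strain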
GRK2 aptamer HTS: blocks RNA aptamer binding to human GRK2 | P25098 | bead flow cytometry, FAM-aptamer displacement from GRK2 | inhibition of aptamer binding, % at 10 µM | actives 0.59% (n = 330,000) | AID 488847;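 active = inhibition of aptamer binding above 40%, roughly 3 SD of noise, on plates passing a quality check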;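 note: median bead fluorescence of bound FAM aptamer so fluorescent compounds give negative values; no value below 0 was filed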
AGP1-GFP MLPCN: alters AGP1-GFP fluorescence in TOR pathway yeast screen; S. cerevisiae AGP1-GFP multiplex flow cytometry, 3 h; GFP as percent of DMSO wells; GFP response vs DMSO, % at 10 µM; actives 0.02% (n = 320,000);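 active = GFP response relative to DMSO above a set limit, near screen average plus 3 SD, cut at about 150% in these data; inconclusive = fewer than 70 cells counted for the yeast strain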;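 note: median GFP channel fluorescence of the gated AGP1 strain per well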
Active calls of the source: *; ? = inconclusive; . = not tested or not shown; [ ] = dose if it differs, or a comment.

#	SMILES	AGP1-GFP MLPCN	MEP2-GFP yeast	GASC-1 inh	CIT2-GFP yeast	LAP4 TOR yeast	VLA-4 inh	GRK2 aptamer HTS	RPL19A TOR yeast
1	Cc1c(NC(=O)C(C)OC(=O)/C=C/c2ccc3c(c2)OCO3)c(=O)n(-c2ccccc2)n1C (stereo not drawn)	108	104	31	102	103	4	1	103
2	O=S(=O)(NCCOc1ccccc1Cl)c1ccc2oc3ccccc3c2c1	103	104	8	101	102	-9	0	101
3	O=C(Cc1cccs1)NC1(C(=O)NC2CCCC2)CCCCC1	102	108	2	104	95	17	0	102
4	Cc1cccc(NC(=O)CN2CCN(CC(=O)Nc3cccc(C)c3)CC2)c1	105	105	-15	110	98	9	0	105
5	O=C(O)COc1ccc(/C=C2\SC(=Nc3ccccc3)N(c3ccccc3)C2=O)cc1	99	105	17	106	100	6	2	104
6	CCOc1cccc(-c2nn3c(-c4ccccn4)nnc3s2)c1	93	100	1	97	107	-3	0	100
7	c1ccc2c(c1)ccc1nnc(SCc3ccc4c(c3)OCO4)n12	98	99	0	92	106	6	0	96
8	Cc1cccc(C(=O)Nc2ccc(C(=O)N/N=C/c3ccc4c(c3)OCO4)cc2)c1	101	101	3	96	108	5	0	100
9	O=C(C1CCN(C2CCN(Cc3ccc4c(c3)CCO4)CC2)CC1)N1CCCC1	93	95	6	87	85	-10	1	94
10	CCC1(c2ccccc2)NC(=O)N(CC(=O)Nc2ccc(N3CCCC3)cc2C)C1=O (stereo not drawn)	98	99	1	97	99	12	2	96
11	COc1ccc(NC(=O)CCNS(=O)(=O)c2ccc(C)c(C)c2)cc1OC	100	108	-9	106	94	1	0	106
12	CCOC(=O)N/N=C\c1ccc(OC(=O)c2ccco2)cc1	97	100	-6	109	112	-4	0	101
13	O=C1OCC2=C1C(c1ccc(F)cc1)CC(=O)N2c1ccccc1 (stereo not drawn)	100	100	0	100	105	9	0	98
14	Cc1cc(C)c(C(=O)COC(=O)Cn2cnnn2)cc1C	103	116	-8	107	103	-30	2	100
15	COc1cc(C2=Nc3ccc(Br)cc3C(c3ccccc3)N2CC(=O)NN)cc(OC)c1OC (stereo not drawn)	112	94	-8	107	129	6	1	103
16	O=C(O)c1cccc2c1C(=O)N(CC1CCCO1)C2 (stereo not drawn)	95	90	17	86	94	-1	0	90
17	O=C(C1CC1)N(CCN(Cc1ccccc1)C(=O)C1CC1)Cc1ccccc1	74	105	38	75	94	-1	0	100
18	COc1cccc(N2CCN(c3c4c(nc5ncnn35)CCC4)CC2)c1	100	102	7	102	100	-5	0	99
19	CC(=O)Nc1ccc(Sc2ccccc2C(=O)O)cc1	97	95	-3	87	96	1	1	98
20	O=C(c1ccc(NS(=O)(=O)c2ccccc2)cc1)N1CCCC1	104	103	-1	107	105	-1	3	102
21	COc1ccc(N2CCN(CCNC(=O)CCS(=O)(=O)c3cccc4nsnc34)CC2)cc1	106	100	5	104	97	9	0	104
22	Cc1onc(-c2c(F)cccc2Cl)c1C(=O)NNC(=O)C1CCN(Cc2cccc(F)c2)CC1	88	73	1	97	104	0	1	92
23	COc1ccc(OC)c(C2C(C#N)=C(N)Oc3cc(C)[nH]c(=O)c32)c1 (stereo not drawn)	91	93	2	92	93	9	1	92
24	Cc1cccc(NC(=S)c2nc3ccccc3s2)c1	102	102	4	88	114	2	0	98
25	O=C1C(=O)N(CCO)C(c2ccccc2)/C1=C(\O)c1ccccc1 (stereo not drawn)	100	119	14	95	106	18	3	102
26	O=C(NCc1ccc(Cl)cc1)C1CCC(CNS(=O)(=O)c2ccccc2)CC1 (stereo not drawn)	97	104	-2	100	91	3	1	100
27	CCC1CCCCN1C(=O)CSc1nnc(-c2ccc(OC)cc2)o1 (stereo not drawn)	97	96	-17	96	99	2	3	97
28	OCCNc1nc(Cl)nc(NCc2ccco2)n1	97	92	-2	84	93	-10	1	95
29	COc1cccc(CC(NC(C)=O)C(=O)NC2CCN(c3nnnn3-c3ccccc3)CC2)c1 (stereo not drawn)	108	102	-3	109	98	10	1	100
30	Fc1ccc(Oc2ccnc(Cl)n2)c(Cl)c1	95	99	4	83	97	2	2	90
31	CC(CC(=O)C1C(C)C=CCC1(C)C)NNC(N)=O (stereo not drawn)	107	110	-27	112	106	2	2	102
32	CCOC(=O)c1[nH]c(C)c(C(=O)N2CCCC(Nc3ccc(C)c(C)c3)C2)c1C (stereo not drawn)	106	99	-9	103	93	-121	5	104
33	COc1ccc(C(=O)Nc2ccc(C(=O)OCC(=O)c3ccccc3)cc2)cc1	103	100	8	105	96	-1	0	97
34	CCc1cc2c(nc1CC)CCN(CC/C(C)=N/O[C@@H](C)c1cc(-c3c(C)cc(C)cc3C)no1)C2	91	93	3	91	92	-2	0	93
35	COc1ccc(C/C(N)=N/OC(=O)Cc2ccccc2)cc1	83	102	7	89	108	17	0	98
36	COCCCn1c(=O)c2sccc2n2c(CCCC(=O)N(C)Cc3ccco3)nnc12	106	108	-12	100	95	-6	0	104
37	O=C1CCN(CCc2ccccc2)CCN1[C@H](COc1ccccc1)Cc1ccccc1	82	97	-12	71	115	22	0	101
38	O=C(Nc1cccc(Cl)c1)NC1(C(=O)NCc2cccs2)CCCCC1	103	103	-7	95	94	16	0	96
39	CC(C)CC1Nc2ncnc(N3CCOCC3)c2N(Cc2ccc(Cl)cc2)C1=O (stereo not drawn)	113	106	.	100	108	20	0	109
40	CCOc1ccc(CN(C)CC(=O)NCc2ccc(F)cc2)cc1	94	101	-3	102	93	3	0	104
41	Cc1noc(C)c1CCC(=O)O	98	103	27	92	112	2	0	94
42	CC1CCN(CCCNC(=O)Cn2ncc3c([nH]c4ccccc43)c2=O)CC1	98	92	-10	95	98	-90	0	101
43	COC(=O)Cn1c(=O)c2c(nc(Br)n2Cc2ccccc2Cl)n(C)c1=O	19[may fluoresce violet]	265*[may fluoresce violet]	-32	?	93[may fluoresce violet]	8	3	36*[may fluoresce violet]
44	CC1=NN(c2ccc(C(=O)O)cc2)C(=O)/C1=C\c1ccc(OC(=O)c2cccs2)cc1	107	102	-22	105	123	6	4	101
45	COc1ccc2c(c1)CCC/C2=N\Nc1nc(C(=O)NN)cs1	76	96	1	80	116	-25	4	98
46	O=C1C2ON(c3ccc(Br)cc3)C(c3cccnc3)C2C(=O)N1C1CCCCC1 (stereo not drawn)	97	101	4	98	95	-3	2	97
47	Cc1ccc(OCC(=O)Nn2c(C)nc3ccccc3c2=O)c(C(C)C)c1	109	112	1	106	107	-5	2	101
48	O=C(CC1CS(=O)(=O)CC1CC(=O)Oc1ccccc1F)Oc1ccccc1F (stereo not drawn)	103	103	1	97	116	-4	0	84
49	CN[C@H]1CCc2cc(OC)c(OC)c(OC)c2-c2ccc(OC)c(=O)cc21	95	91	-12	96	89	15	0	99
50	Cc1cc(NC(=O)CSc2nnc(C3CC3)n2Cc2ccccc2)no1	101	101	-1	101	99	0	5	95
51	CCOc1cc(C#N)c(NC(=O)c2ccnn2C)cc1OCC	107	105	-8	104	113	11	1	103
52	CN(CC(=O)Nc1ccccc1Cl)C(=O)CSc1nnc(-c2ccco2)n1C	103	101	5	99	103	0	0	99
53	COCCCNCCCCOc1c(Cl)cc(C)cc1Br	108	97	9	106	101	1	0	98
54	O=C(c1cn(Cc2ccccc2)nc1-c1ccc(Cl)cc1)N1CCN(c2ccccn2)CC1	93	93	-3	90	102	7	4	93
55	O=S(=O)(NCCC1=CCCCC1)c1ccc(OC(F)(F)F)cc1	104	93	4	108	100	6	0	97
56	C=C(C)C1CC=C(C)/C(=N/NC(=O)C2CC2c2ccccc2)C1 (stereo not drawn)	94	101	8	95	103	12	0	94
57	NC(=O)Cn1c2[n+](c3ccccc31)CC(O)CS2 (stereo not drawn)	96	100	-9	102	94	-6	0	96
58	c1ccc2c(c1)ccc1nnc(SCc3ccc4c(c3)OCCO4)n12	100	99	-5	100	105	-1	0	100
59	O=C(C1=C[C@@H](c2coc3ccccc3c2=O)C[C@@H](OCCCCO)O1)N1CCOCC1	97	104	2	99	94	-2	8	96
60	CCOC(=O)C1CCN(c2c(NCc3ccc(C(=O)N(C)Cc4ccccc4)cc3)c(=O)c2=O)CC1	100	99	2	98	97	7	0	99

Later entries
#	SMILES	AGP1-GFP MLPCN	MEP2-GFP yeast	GASC-1 inh	CIT2-GFP yeast	LAP4 TOR yeast	VLA-4 inh	GRK2 aptamer HTS	RPL19A TOR yeast
61	Cc1[nH]nc2c1C(c1c[nH]c3ccccc13)C(C#N)=C(N)O2 (stereo not drawn)	92	94	-4	94	95	-5	1	99
62	Cc1cc(C)c(OCC(=O)N/N=C/c2ccc3c(c2)OCO3)c(C)c1	102	100	12	96	94	4	10	98
63	Cc1cc(/C=C2/C(=N)N3C(=NC2=O)SN=C3S(C)(=O)=O)c(C)n1-c1ccccc1	100	104	-5	105	91	-3	4	103
64	C=CCN1C(=O)c2ccc(C(=O)NCC(=O)Nc3c(C)cc(C)cc3C)cc2C1=O	96	97	8	95	95	-10	2	93
65	CN1N=C(C(=O)N2CCc3c([nH]c4ccccc34)C2c2ccccc2Cl)CCC1=O (stereo not drawn)	100	105	9	98	104	7	2	101
66	COc1ccc(NC(=O)COC(=O)CC23CC4CC(CC(C4)C2)C3)c([N+](=O)[O-])c1	94	107	-7	104	103	5	1	102
67	O=C(NCc1ccc2c(c1)OCO2)c1ccc(Cl)s1	97	106	0	89	108	6	0	99
68	COc1ccc(-n2c(=O)[nH]cc(C(=O)Nc3ccc4c(c3)OCO4)c2=O)cc1OC	113	100	-4	97	109	12	30	99
69	Cn1c(=O)[nH]c(=O)c2c1nc(N/N=C/c1ccncc1)n2Cc1ccc(F)cc1	117	102	-12	109	116	-4	1	100
70	Cn1c(=O)c2c(-c3ccc(OC(F)F)cc3)cc(-c3ccccc3)nc2n(C)c1=O	108	102	-13	112	116	-6	0	96
71	COc1ccc(NC(=O)CSc2nc3c(c(=O)n2-c2ccc(C)cc2)SCC3)c(OC)c1	100	100	1	102	94	0	5	98
72	O=C(NCc1nc(-c2ccccc2)no1)c1ccc2c(c1)OCO2	91	92	-14	87	93	-5	0	98
73	COC(=O)c1ccc(-c2nc3cc(N)ccc3o2)cc1	93	100	0	96	95	-6	1	95
74	CCOc1ccc(OCC)c(NC(=O)C2CCCN(S(=O)(=O)c3c(C)n[nH]c3C)C2)c1 (stereo not drawn)	100	102	5	95	106	-2	0	98
75	O=C(CN1CCN(c2ccccc2F)CC1)NC(=O)NC1CCCCC1	99	106	6	106	98	-7	1	101
76	CC(C)n1nccc1NS(=O)(=O)c1ccccc1	104	106	-4	105	106	0	2	97
77	O=C(Cn1[nH]c(=O)c2ccccc2c1=O)Nc1cccc(-c2nnc3n2CCCCC3)c1	?	224*[may fluoresce violet]	7	?	70[may fluoresce violet]	1	0	18*[may fluoresce violet]
78	Cc1ccc(-n2c(=O)cc(N3CCN(Cc4ccccc4)CC3)[nH]c2=O)cc1	96	121	2	93	97	-6	1	95
79	O=C(CSc1nnc2ccc(-c3ccc(Br)cc3)nn12)NCC1CCCO1 (stereo not drawn)	103	94	-29	93	94	8	3	93
80	CC1(C)Cc2cccc(OCC(=O)NCc3ccccc3)c2O1	101	105	5	104	90	-13	2	103
